From PubChem BioAssay
Nrf2 activator: activates Nrf2 signaling; AREc32 ARE-luciferase reporter (MCF7-derived line), luminescence, 24 h; Potency, µM (top dose mostly 46.1 µM), without a hit: top-dose activation, usual class: activators; hit rate 0.31% among 410,000; note: % of control where 0% means no effect; nearly all actives have a fitted effect of over 65% in size
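ARE activation measured as luciferase luminescence (Steady-Glo, 30 min RT) in AREc32_Fluc cells after 24 hr compound exposure at 37 deg C, 5% CO2; cells seeded overnight at 1000/well in OPTI-MEM, 5% FBS.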
Nrf2 inh: Nrf2 pathway inhibition. A549 ARE-Fluc reporter, luciferase luminescence, 18-24 h. Potency, µM (highest dose often 46 µM), for inactives: top-dose activity change, negative = inhibition, usual class: inhibitors. hit rate 2.1% among 360,000; note: % is set by controls: 0 for no effect and ±100 for the full control effect; nearly all actives have a fitted effect of over 60% in size
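Two sequential reads on A549 ARE_Fluc cells exposed to compound for 18-24 h: a CellTiter-Fluor fluorescence read for viability, then a luciferase luminescence read for Nrf2/ARE activity.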
MCF10A rerep: DNA re-replication induction in MCF 10a cells | MCF 10A DNA re-replication, Hoechst nuclear intensity, 48 h | Potency, µM (series often up to 46.1 µM), without a hit: top-dose activity, positive = re-replication, most hits filed as activators | hit rate 2.9% among 350,000 | AID 624296; note: % of control where 0% means no effect; nearly all actives have a fitted effect of over 50% in size
A549 tox: kills or reduces viability of A549 cells in Nrf2 counter-screen | AID 504648 | hit rate 0.16% among 390,000 | A549 ARE-Fluc cells, CellTiter-Fluor viability, 18-24 h | Potency, µM (top dose mostly 46 µM), for the others: at the highest dose activity change, negative = cytotoxicity, hits mostly inhibitors; note: % is set by controls: 0 for no effect and ±100 for the full control effect
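Cytotoxicity counterscreen: CellTiter-Fluor fluorescence was measured in A549 ARE_Fluc cells after 18-24 h of compound exposure in a concentration series. The subsequent BugLite luminescent read reports ARE-luciferase activity.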
ATXN2 expr inh: ATXN2 expression inhibition | HEK-293 ATXN2-luciferase reporter, luminescence, 24 h | Potency, µM (highest dose often 57 µM), for inactives: at the highest dose activity change, negative = inhibition, actives largely listed as inhibitors | hit rate 0.72% among 360,000; note: % is set by controls: 0 for no effect and ±100 for the full control effect; nearly all actives have a fitted effect of over 55% in size
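ATXN2-luciferase reporter cells (luciferase flanked by upstream and downstream ATXN2 gene portions) were treated 24 h at 37 °C with compounds at up to 57 uM. SteadyGlo luminescence gave expression; GF-AFC fluorescence gave viability.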
ATXN viability: viability counter-screen for ATXN expression inhibitors; S2 cells (HEK-293 line with an ATXN2-luciferase reporter) viability, CellTiter-Fluor protease fluorescence, 24 h; Potency, µM (doses to about 56.7 µM), most hits filed as cytotoxic; hit rate 0.49% among 400,000; note: nearly all actives have a fitted effect of over 40% in size
TGFb SMAD3 inh: blocks TGF-b signaling | Potency, µM (top dose mostly 46.1 µM), for the others: at the highest dose activity, negative = inhibition, actives largely listed as inhibitors | HepG2 CAGA-GFP TGF-b/SMAD3 reporter, GFP fluorescence, 18 h; TGF-beta stimulated, 500 pg/mL final | AID 588855 | hit rate 1.2% among 410,000; note: % is set by controls: 0 for no effect and ±100 for the full control effect; nearly all actives have a fitted effect of over 65% in size
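Per well, imaged GFP fluorescence of HEPG2 CAGA-GFP cells gives the signal; cells get compound, then TGF-beta (500 pg/mL final), 18 h at 37 degrees C; %Activity versus -TGF-beta and +DMSO controls.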
HepG2 viability: kills HepG2 cells in TGF-b inhibitor counter-screen | Potency, µM (doses to about 46.1 µM), for the others: at the top dose activity change, negative = cytotoxicity, actives largely listed as cytotoxic | hit rate 0.76% among 410,000 | HepG2 CAGA-GFP viability, ATP luminescence, 18 h; note: some results filed as inactive show a strong effect at the top dose
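HepG2 CAGA-GFP cells (1000/well, DMEM with 1% FBS) received compound, then TGF-beta at 500 pg/mL final, and were incubated 18 hours at 37 degrees C. Viability was read by CellTiter-Glo luminescence. Media-only wells were set as complete cell-killing and DMSO as no toxicity.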
EPAC2 antagonist: blocks human EPAC2 exchange factor; Q8WZA2; EPAC2 GEF exchange of Rap1B-BODIPY-GDP, fluorescence; Potency, µM (titrated, usually from 114 µM), without a hit: at the top dose activity, negative = inhibition, hits mostly inhibitors; hit rate 0.18% among 360,000; AID 720708; note: % is set by controls: 0 for no effect and ±100 for the full control effect; nearly all actives have a fitted effect of over 45% in size; many of its hits are not listed in these tables
Target sequence (Q8WZA2 whole entry, looked up): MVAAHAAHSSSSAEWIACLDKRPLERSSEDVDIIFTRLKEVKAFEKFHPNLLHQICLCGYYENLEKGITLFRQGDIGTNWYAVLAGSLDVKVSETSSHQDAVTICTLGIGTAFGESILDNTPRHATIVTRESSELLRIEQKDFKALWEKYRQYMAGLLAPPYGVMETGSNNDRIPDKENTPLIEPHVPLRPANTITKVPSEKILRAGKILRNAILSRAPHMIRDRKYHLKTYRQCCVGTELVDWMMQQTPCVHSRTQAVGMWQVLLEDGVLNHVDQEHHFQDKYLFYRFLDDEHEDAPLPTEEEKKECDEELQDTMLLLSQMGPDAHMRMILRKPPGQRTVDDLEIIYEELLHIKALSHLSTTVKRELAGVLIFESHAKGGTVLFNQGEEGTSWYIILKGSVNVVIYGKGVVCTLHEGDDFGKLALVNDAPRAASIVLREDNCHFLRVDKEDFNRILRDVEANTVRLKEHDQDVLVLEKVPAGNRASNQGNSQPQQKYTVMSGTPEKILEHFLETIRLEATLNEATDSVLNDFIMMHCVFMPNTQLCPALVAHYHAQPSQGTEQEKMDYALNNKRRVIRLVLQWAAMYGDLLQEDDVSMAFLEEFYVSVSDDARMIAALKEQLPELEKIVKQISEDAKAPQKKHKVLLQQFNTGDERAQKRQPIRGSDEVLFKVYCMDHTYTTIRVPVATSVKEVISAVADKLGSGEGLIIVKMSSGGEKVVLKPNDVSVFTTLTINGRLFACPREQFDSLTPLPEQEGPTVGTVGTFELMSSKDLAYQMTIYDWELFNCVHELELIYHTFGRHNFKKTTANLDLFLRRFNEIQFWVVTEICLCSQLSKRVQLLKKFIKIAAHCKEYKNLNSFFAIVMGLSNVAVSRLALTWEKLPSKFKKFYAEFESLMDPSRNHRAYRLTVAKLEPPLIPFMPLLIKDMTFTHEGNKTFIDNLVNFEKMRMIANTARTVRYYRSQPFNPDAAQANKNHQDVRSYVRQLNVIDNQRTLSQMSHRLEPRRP
* = called active by the depositor; i = inactive; ? = inconclusive; . = no result given; & = joins results of further samples; [ ] = another dose, or the depositor's remark. Calls come from the whole dose curve; as a rule, active = well fitted curve in the direction sought with a large enough effect; inconclusive = small, poorly fitted or top-dose-only effect, or another doubt; inactive = no such curve, though single readings can be large; an effect the other way counts as inactive or inconclusive. Potency is the fitted concentration of half-maximal effect. This is a subset. The share of hits here may be higher or lower than overall.

SMILES	Nrf2 activator	Nrf2 inh	MCF10A rerep	A549 tox	ATXN2 expr inh	ATXN viability	TGFb SMAD3 inh	HepG2 viability	EPAC2 antagonist
Cc1ccc(N(CC2CO2)S(=O)(=O)c2ccc([N+](=O)[O-])cc2)cc1 (centres undefined)	2.5%	-5%	17%	-8%	-3%	?	-11%	-14%	-5%
COc1cc(C(=O)N2CCN(c3ccccc3OC)CC2)c([N+](=O)[O-])cc1OC	-0.9%	2%	23%	2%	-9%	i	-5%	-20%	4%
CCOC(=O)CNC(=O)c1cn(CC(C)C)c(=O)c2cc(OC)c(OC)cc12	0.1%	1%	0%	-14%	18%	i	?	-17%	-2%
Cc1cc(C)n(-c2nc3c(c(=O)n(C)c(=O)n3C)n2CCO)n1	-0.9%	6%	-4%	-5%	8%	i	-1%	-26%	-4%
c1cncc(-c2nc3ccccc3o2)c1	2.0%	?	-30%[inhibitor]	2%	19%	i	13%	4%	20%
Cc1ccc(CNC(=O)c2cc(=O)c3cc(C)ccc3o2)cc1	-0.3%&-0.3%	7%&-11%	?	10%&3%	-5%&-7%	i	3%&-4%	-17%&2%	1%
C[C@@H]1CN([C@@H](C)CO)C(=O)c2cc(Br)cnc2O[C@@H]1CN(C)S(C)(=O)=O	0.5%	.	.	.	-10%	i	-1%	2%	5%
CSc1ncccc1C(=O)OCC(=O)Nc1ccc2c(c1)CCC2	0.1%	5%	8%	0%	2%	i	3%	16%	-9%
COc1ccc(C(=O)CCc2ccccc2)cc1	-0.7%	?	-2%	0%	60%[activator]	i	-2%	6%	?
COc1ccc(-n2c(CN3CCN(c4ccccn4)CC3)nc3ccc([N+](=O)[O-])cc3c2=O)c(OC)c1	-0.5%	7%	3%	0%	.	i	-15%	0%	-11%
N#Cc1c(N)nc(SCC(=O)C23CC4CC(CC(C4)C2)C3)c(C#N)c1-c1ccc(Cl)cc1	-0.5%	.	?	-1%	-27%	?	0%	3%	0%
COc1ccc(C2CC(=O)C(C=NCCO)=C(O)C2)cc1OC (centres undefined)	-0.2%	3%	0%	1%	-3%	i	6%	-35%	4%
c1ccc2c(c1)c1c3n2CCNC3CCC1 (centres undefined)	3.1%	.	0%	9%	-2%	i	-13%	3%	4%
C(=N\c1nccs1)/c1cccnc1	-0.7%	.	0%	9%	-2%	i	1%	3%	-8%
COc1cccc(CCC(=O)N2CCC(n3nccc3NC(=O)C3CCOC3)CC2)c1 (centres undefined)	0.2%	4%	-1%	9%	-12%	i	-11%	28%	9%
COc1ccc(NC(=S)N2CCN(c3ncccn3)CC2)cc1	1.7%	27%	-3%	-3%	5%	i	3%	-15%	2%
NS(=O)(=O)c1cccc(NC(=O)CSc2nc3ccccc3c(=O)n2CC2CCCO2)c1 (centres undefined)	-1.3%	-2%	-3%	1%	5%	i	9%	8%	-3%
Cc1cc(F)ccc1S(=O)(=O)Nc1ccc(O)c(Sc2ncn[nH]2)c1	2.4%	1%	-3%	2%	14%	i	5%	11%	2%
O=C(COC(=O)c1ccc[n+]([O-])c1)Nc1ccc(Cl)cc1[N+](=O)[O-]	-0.4%	-20%	3%	-1%	-17%	i	0%	-11%	-17%
N#CCC(=O)Nc1ccc(C(=O)Nc2cccnc2)cc1	-0.5%	-15%	1%	0%	14%	i	-2%	5%	5%
Oc1ccc2oc3c(c2c1/C=N/n1cnnc1)CCCC3	-0.4%	8%	0%	-1%	14%	i	1%	-2%	-4%[57.1 µM]
Cc1nn2c(=O)c(NC(=O)c3ccc(Cl)cc3)cnc2s1	0.8%	-3%	-25%	5%	7%	i	1%	-1%	-7%
CC(=O)C[C@H]1c2ccccc2S(=O)(=O)N1C1CCCCC1	8.4%	7%	-28%	-7%	0%	i	5%&-6%	10%&17%	6%
Cc1cccc(NC(=O)CN(C)C(C)C(=O)Nc2ccc(S(=O)(=O)N3CCCC3)cc2)c1C (centres undefined)	0.1%	-19%	4%	-1%	3%	i	0%	2%	-7%
Cc1c(NC(=O)C(C)Sc2ccc3ccccc3n2)c(=O)n(-c2ccccc2)n1C (centres undefined)	-0.5%	.	7%	-1%	0%	i	-9%	0%	2%
(continued)
SMILES	Nrf2 activator	Nrf2 inh	MCF10A rerep	A549 tox	ATXN2 expr inh	ATXN viability	TGFb SMAD3 inh	HepG2 viability	EPAC2 antagonist
CN(Cc1cn(Cc2ccccc2)nc1-c1ccc2c(c1)OCO2)Cc1nccn1C	0.7%	9%	1%	6%	-11%	?	9%	7%	-8%
Cc1nn(C)c(C)c1CN(C)C(=O)C1c2ccccc2Oc2ccccc21	-0.4%	-14%	1%	0%	2%	i	14%	4%	11%
S=c1[nH]nc(Cc2cccs2)n1-c1ccccc1	-0.4%	2%	25%	-1%	1%	i	5%	14%	5%
Cc1ccc(CSc2nc3c(c(=O)[nH]c(=O)n3C)n2CCC(C)C)cc1	1.8%	?	-2%	-22%	-7%	i	12%	0%	-2%
COc1ccc(NC(=O)CN(c2ccccc2OC)S(C)(=O)=O)c(OC)c1	-1.1%	5%	.	5%	13%	i	-9%	4%	.
COc1ccccc1N1CCN(C(=O)CNC(=O)c2ccc(Cl)cc2Cl)CC1	-0.1%	?	22%	1%	-19%	i	1%	1%	3%
CCCOC(=O)c1ccc(Nc2nc3ccccc3nc2-n2nc(C)cc2C)cc1	-1.0%	11%	.	-5%	8%	i	5%	7%	.
COc1ccc(-c2cncnc2-c2ccc(OC)cc2O)cc1	0.3%	6%	-6%	0%	8%	i	-1%	-6%	?
Cc1ccccc1C(=O)NCC(=O)OC(C)C(=O)NC(C)CCc1ccccc1 (centres undefined)	-0.9%	-9%	7%	-1%	.	?	-13%	6%	0%
CC(C)CC1NC(=O)N(CC(=O)NC2CCCc3ccccc32)C1=O (centres undefined)	-0.6%	?	1%	-3%	-21%	i	-2%	-3%	-1%
COc1cccc(CN(C)CCCn2ccc(NC(=O)OCc3ccccc3)nc2=O)c1	2.9%	13%	1%	2%	-21%	i	-16%	-4%	-1%
CCN(CC)S(=O)(=O)c1ccc(N(C)Cc2cccc(OC)c2OC)nc1	-0.6%	?	10%	5%	-27%	i	?	-21%	-3%
Cc1c(CCOC(=O)CC23CC4CC(CC(C4)C2)C3)sc[n+]1Cc1ccccc1	2.8%	8%	?	-6%	4%	i	-1%	-22%	8%
CCCCN(C(=O)c1ccc2c(c1)OCO2)c1c(N)n(CCCC)c(=O)[nH]c1=O	0.0%	6%	-1%	-2%	10%	i	21%	-2%	0%
CCN(C(=O)COC(=O)c1c(C)nsc1NC)c1ccccc1	-0.1%	-7%	?	3%	-19%	i	-4%	-3%	14%
CCC(=O)N1CCN(c2ccc(NC(=O)COc3ccc(C)cc3C)cc2)CC1	0.0%	?	13%	-7%	-35%	?	-3%	2%	-15%
COc1cccc(-c2nc3c(c(SCc4ccccc4)n2)Cc2c(CO)cnc(C)c2O3)c1	4.2%	?	.	13%	.	.	-12%	-1%	.
O=C(c1ccccn1)N(Cc1ccco1)C1(C(=O)NC2CCCC2)CCCCC1	0.1%	-3%	6%	-10%	-7%	?	-27%	-9%	-1%
O=C(COC(=O)c1c2c(nc3ccccc13)/C(=C/c1cccc([N+](=O)[O-])c1)CCC2)NC1CCS(=O)(=O)C1 (centres undefined)	0.6%[9.22 µM]	23µM*	?	-4%	?	i	0%	-4%	-11%
Cc1cccc(OCCNc2nc3c(c(=O)n(C)c(=O)n3C)n2C)c1	2.8%	.	1%	1%	-1%	i	16%	-7%	-4%
Cc1ccc(Cl)c(OCC(O)CN(CCO)CCO)c1 (centres undefined)	0.0%	13%	-4%	0%	0%	i	-5%	7%	-1%
NC(=O)c1ccc(-n2c(CCC(=O)O)ccc2-c2cccs2)cc1	6.5%	-5%	?	4%	1%	i	0%	-4%	4%
CCc1cc2c(=O)c(-c3nc4ccccc4n3C)coc2c(CN2CCCCC2)c1O	-0.5%	6%	-3%	5%	-3%	i	-21%	2%	-12%
COc1ccc(-n2nc3c(c2NC(=O)c2c(F)cccc2Cl)CS(=O)C3)cc1 (centres undefined)	-0.2%	7%	-3%	-15%	2%	i	0%	-4%	7%
CC1(C(=O)Nc2cccc(OC(F)(F)F)c2)Cc2c(-c3ccc4c(c3)OCO4)ccnc2O1 (centres undefined)	-0.8%	.	.	.	0%	i	?	-30%	-16%
Other entries follow.
SMILES	Nrf2 activator	Nrf2 inh	MCF10A rerep	A549 tox	ATXN2 expr inh	ATXN viability	TGFb SMAD3 inh	HepG2 viability	EPAC2 antagonist
CCOC(=O)c1sc(Nc2ccc(Br)cc2)nc1C	5.9%	7%	?	-3%	-7%	i	?	-15%	-5%
Nc1cc(=O)[nH]c(SCC(=O)Nc2ccc(Oc3ccccc3)cc2)n1	-0.3%	6%	16%	6%	-13%	i	-13%	-39%	9%
CCCCC1C2=C(CCCC2=O)OC2=C1C(=O)CCC2	0.0%	?	2%	-2%	1%	i	-3%	5%	6%
COC(=O)CCC(=O)NNC(=O)c1ccc(Cl)cc1Cl	0.1%	9%	-5%	-1%	7%	i	-1%	2%	7%
Cc1ccnc(NC(=O)c2cc(S(=O)(=O)NCc3ccccc3)ccc2C)c1	-0.7%	4%	6%	1%	6%	i	-5%	-14%	0%
Cc1ccc2nc3c(cc(C(=O)NCc4ccccc4)c(=N)n3CCCn3ccnc3)c(=O)n2c1	-0.4%	5%	8.2µM*	5%	-6%	.	11%	-5%	-2%
CCCCNC(=O)c1[nH]c2ccccc2c1Sc1ccc(C)cc1	0.3%	-27%	.	-6%	4%	i	7%	-7%	.
O=C(Nc1ccc2oc(=O)c(C(=O)O)cc2c1)Oc1ccccc1	0.7%	9%	1%	3%	-6%	i	0%	-1%	7%

Arranged by value in EPAC2 antagonist (high to low): three from the list above.
canonical_smiles	EPAC2 antagonist
O=C(Nc1ccc2oc(=O)c(C(=O)O)cc2c1)Oc1ccccc1	7%
Cc1ccc2nc3c(cc(C(=O)NCc4ccccc4)c(=N)n3CCCn3ccnc3)c(=O)n2c1	-2%
CCOC(=O)c1sc(Nc2ccc(Br)cc2)nc1C	-5%
